Bioassay records (PubChem BioAssay)
SRC2 inh = inhibits human steroid receptor coactivator 2. Q15596. HEK293 GAL4-SRC2 luciferase reporter, luminescence. inhibition, % at 9 µM. 0.17% of 370,000 active;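 active = inhibition above the mean inhibition of all tested compounds plus 3 SD, set per campaign, cut at about 52% in these data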;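 note: 0% = DMSO treated cells and 100% = cells given Gossypol at 36 µM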
LMP1 NFkB inh = inhibitors of Epstein-Barr LMP1-induced NF-kappaB reporter; LMP1-induced NF-kappaB luciferase reporter cells, luminescence; inhibition, % at 12.5 µM; 0.69% of 350,000 active; in the data active = inhibition above about 41%;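 note: 0% = neutral control wells and 100% = reference inhibitor control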
NR2F2 inh = inhibitors of human COUP-TFII (NR2F2); P24468; HEK293T NGFI-A luciferase reporter, luminescence; inhibition, % at 8.6 µM; 0.7% of 370,000 active; AID 686940;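 active = inhibition above a per-plate cutoff, mean inhibition of test wells between control levels plus 3 SD, cut at about 38% in these data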;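 note: cells cotransfected with COUP-TFII expression vector driving the NGFI-A reporter; 0% = median of COUP-TF2 test wells and 100% = reporter-only cells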
Target sequence (P24468 whole entry, looked up): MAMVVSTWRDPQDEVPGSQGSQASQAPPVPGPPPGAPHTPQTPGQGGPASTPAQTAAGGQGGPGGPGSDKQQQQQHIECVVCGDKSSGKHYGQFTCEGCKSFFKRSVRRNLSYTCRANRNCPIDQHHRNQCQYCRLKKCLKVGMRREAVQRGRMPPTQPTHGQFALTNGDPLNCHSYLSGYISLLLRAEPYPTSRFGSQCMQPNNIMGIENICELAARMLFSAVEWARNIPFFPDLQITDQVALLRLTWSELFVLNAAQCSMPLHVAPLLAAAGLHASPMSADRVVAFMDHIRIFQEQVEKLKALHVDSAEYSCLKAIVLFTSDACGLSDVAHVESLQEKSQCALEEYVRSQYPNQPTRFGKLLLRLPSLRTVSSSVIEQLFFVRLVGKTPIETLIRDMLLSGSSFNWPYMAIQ
MC4R antag cAMP = antagonists of human melanocortin 4 receptor (MC4R); MC4R-expressing cells, MTII-stimulated cAMP, LANCE TR-FRET; inhibition, % at 6.5 µM; 0.48% of 360,000 active;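 active = inhibition above its plate's cutoff, the mean of tested wells on that plate plus 3 SD, cut at about 29% in these data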;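 note: 0% = Melanotan II alone and 100% = Melanotan II plus saturating MCL0020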
Target sequence (P32245 whole entry, looked up): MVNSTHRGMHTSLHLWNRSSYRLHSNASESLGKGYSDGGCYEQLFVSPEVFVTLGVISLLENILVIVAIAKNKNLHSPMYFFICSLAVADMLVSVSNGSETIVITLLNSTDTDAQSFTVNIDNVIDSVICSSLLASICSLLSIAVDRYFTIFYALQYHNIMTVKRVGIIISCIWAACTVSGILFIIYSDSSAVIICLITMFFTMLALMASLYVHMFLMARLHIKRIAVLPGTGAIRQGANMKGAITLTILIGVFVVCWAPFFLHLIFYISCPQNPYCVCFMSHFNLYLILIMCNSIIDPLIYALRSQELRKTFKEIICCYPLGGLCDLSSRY
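System: U2OS-MC4R stable cell line; Technique: Eu-cAMP/anti-cAMP TR-FRET, emission 671 nm; Repeats: single well per compound; Also added: Melanotan II; Dosing: one concentration, 6.5 µM nominal; Schedule: 30-min compound, 1-h challenge, 1-h detection, room temperature.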
NOD2 RIPK2 PPI = blocks binding of human NOD2 to RIPK2; CHO BLA complementation NOD2-RIPK2, CCF4 ratio; inhibition, % at 4.98 µM; 0.38% of 360,000 active; AID 624267; in the data active = inhibition above about 21%;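 note: 0% = vehicle only and 100% = reference blocker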
NCOA3 inh = inhibitors of human steroid receptor coactivator 3 (SRC3). 0.17% of 360,000 active. AID 588352. Q9Y6Q9. inhibition, % at 3.6 µM. HEK293 GAL4-SRC3 luciferase reporter, luminescence;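 active = inhibition above a per-campaign cutoff, the mean of all compounds plus 3 SD, cut at about 60% in these data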;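 note: 0% = DMSO-treated cells and 100% = gossypol-treated cells at 36 µM; higher means less SRC3-driven luciferase light from the GAL4 reporter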
SRC1 inh = inhibits human SRC1 coactivator; Q15788; 0.12% of 360,000 active; HEK293 GAL4-SRC1 luciferase reporter, luminescence; inhibition, % at 3.6 µM;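 active = inhibition above the campaign mean plus 3 SD, with each screening campaign given its own cutoff, cut at about 60% in these data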;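 note: 0% = DMSO treated cells and 100% = gossypol at 36 µM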
LRH-1 inv ag = NR5A2 inverse agonism in reporter assay; HEK293T StAR-luciferase reporter, LRH-1 transfected, 24 h; inhibition, % at 3.6 µM; 0.13% of 360,000 active; AID 602396;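 active = inhibition above the mean inhibition of all tested compounds plus 3 SD, cut at about 73% in these data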;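 note: 0% = DMSO wells and 100% = reporter-only cells lacking LRH-1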
TLR9-MyD88 block = TLR9-MyD88 interaction inhibition. 0.21% of 340,000 active. CHO BLA complementation TLR9-MyD88, CCF4 FRET ratio. Q9NR96+Q99836. inhibition, % at 4.98 µM. AID 504734;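 active = inhibition above the mean over all tested compounds plus 3 SD, cut at about 21% in these data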;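 note: 0% = DMSO only wells and 100% = clavulanate BLA inhibitor control wells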
MC4R barr agon = agonists of human melanocortin 4 receptor (MC4R) beta-arrestin | U2OS MC4R beta-arrestin complementation, luminescence; percent of melanotan II response, DMSO zero | activation, % at 8.9 µM | 0.98% of 360,000 active | AID 540308;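 active = activation above a per-plate cutoff, the mean activation of sample wells on that plate plus 3 SD, cut at about 8% in these data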
ABHD5 PLIN5 PPI = inhibitors of human ABHD5-perilipin-5 interaction | Q00G26+Q8WTS1 | Split G. princeps luciferase complementation, luminescence, 4 h | inhibition, % at 4 µM | 0.78% of 360,000 active;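 active = inhibition above the mean inhibition across every tested compound plus 3 SD, cut at about 22% in these data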;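 note: 0% = DMSO only wells and the 100% control is not disclosed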
Numbers without * were called inactive; nt = not tested or not shown. Not all compounds are listed; count on the stated rates, not on these rows.

smiles	SRC2 inh	LMP1 NFkB inh	NR2F2 inh	MC4R antag cAMP	NOD2 RIPK2 PPI	NCOA3 inh	SRC1 inh	LRH-1 inv ag	TLR9-MyD88 block	MC4R barr agon	ABHD5 PLIN5 PPI
Nc1cc(N)cc(C(=O)c2ccccc2)c1	-4	nt	-18	nt	-8	-4	5	1	nt	nt	-19
COC(=O)c1ccc(COc2ccccc2/C=N/Nc2cccc(C(=O)O)c2)cc1	-13	-26	-18	17	4	-38	-72	-46	-16	-2.5	-5
COc1cccc(C(=O)Nc2ccccc2NC(=O)c2cccc(OC)c2)c1	-6	-13	-9	-3	-11	5	-4	11	1	1.7	-2
O=C(Cn1nc(CNc2ccc(Br)cc2)[n+]2c1CCCCC2)c1ccc([N+](=O)[O-])cc1	15	1	-3	7	-13	12	22	-1	3	-0.7	20
Cc1cc(NC(=O)Nc2ccc(Cl)c(Cl)c2)no1	-5	7	-6	1	0	14	-5	-31	-5	0.8	-6
CC(=O)c1cccc(NC(=O)CN(c2ccc(C)cc2)S(=O)(=O)c2cccc3nonc23)c1	-13	-10	12	9	0	-7	5	-2	9	0.1	-5
C=CCN(CC=C)c1nc2ccccc2nc1C(C#N)C(=O)OCCOC (configuration not stated)	-1	-3	9	9	-11	-2	5	-12	-1	0.3	-6
N#Cc1ccc(C2N=C(c3ccccc3)NO2)cc1 (configuration not stated)	-61	-9	-48	16	-3	-73	-83	-109	-1	0.3	6
CC(C)(C)c1ccc(/C=N/NC(=S)NC2CCCCC2)cc1	8	-1	11	3	-6	-2	6	6	-10	-3.6	-20
CCc1cc2c(=O)[nH]c(Cc3ccccc3)nc2s1	-1	0	5	1	-6	-25	-3	-9	-3	0.7	-7
CC(O)CNCc1ccc(-c2ccccc2)cc1 (configuration not stated)	-10	-8	2	-2	-7	-3	0	7	0	-0.9	4
CC(C)c1ccccc1NC(=O)Nc1nnc([C@@H]2C[C@H](O)[C@@H](CO)O2)s1	-80	nt	-11	-3	2	-39	1	16	nt	1.3	6
C/C=N\NC(=O)CNC(=O)CNC(=O)c1ccccc1	22	3	-16	7	-6	-5	-16	3	-2	-1.9	-7
O=C1CC(c2ccccc2)=NN1c1ccc([N+](=O)[O-])cc1	-106	-14	-13	15	-15	-48	-14	-3	1	-0.3	3
Cc1ccc(NC(=O)c2n[nH]c(=O)c3ccccc23)cc1S(=O)(=O)N1CCOCC1	-13	-2	-2	-21	-6	-2	6	-23	-3	-2.2	1
COCCN(Cc1nc2ccccc2c(=O)[nH]1)C(=O)COc1ccccc1-c1ccccc1	-9	-15	14	14	-2	-4	-6	9	1	-1.5	7
CC(C)NC(=O)Cn1c(SCC(=O)N2CCCc3ccccc32)nc2ccccc21	9	4	14	-8	0	-14	-3	-6	-4	-1.0	1
CCc1ccccc1NC(=O)c1ccc(-c2csc(C)n2)cc1	-88	-8	-19	8	1	-91	-89	-114	-2	3.7	-11
CCCNC(=O)c1ccc(S(=O)(=O)c2ccc(OC)cc2)c([N+](=O)[O-])c1	25	-9	-16	12	-5	9	-42	5	-10	0.2	-15
CCOC(=O)C1CCN(C(=O)Cn2cnc3sc(C)c(S(=O)(=O)N4CCC(C)CC4)c3c2=O)CC1	5	0	25	9	-12	11	-1	22	-1	-0.9	3
O=C(CN1CCCc2ccccc21)NCc1ccc2c(c1)OCO2	-21	4	10	4	-8	-46	-98	-47	4	1.6	8
COc1cc(-c2csc(C)n2)ccc1O	13	-5	14	9	0	14	-11	5	-2	0.7	1
CCOC(=O)C1=CC[C@@H](c2cc3ccc(OC)cc3n2C)N(S(=O)(=O)c2ccc(C)cc2)[C@H]1C(=O)OCC	-17	10	8	1	-3	-7	-4	-24	-5	-0.1	6
CCCc1[nH]c(=O)c(C#N)c2c1CCCC2	-8	-2	-9	2	-16	4	7	12	6	2.0	1
C=CCn1c(SCC(=O)c2c(N)n(C3CC3)c(=O)[nH]c2=O)nnc1-c1ccccc1OC	12	-2	2	1	-9	18	6	8	8	5.9	3

smiles	SRC2 inh	LMP1 NFkB inh	NR2F2 inh	MC4R antag cAMP	NOD2 RIPK2 PPI	NCOA3 inh	SRC1 inh	LRH-1 inv ag	TLR9-MyD88 block	MC4R barr agon	ABHD5 PLIN5 PPI
O=C(CN(C1CCCCC1)S(=O)(=O)c1ccc(Cl)cc1)NCCCO	-32	5	1	1	3	18	10	-10	5	-0.9	1
Cc1ccc(C(=O)N2CCN(c3ccc(NC(=O)c4cc(C)cc(C)c4)cc3)CC2)cc1	11	11	3	6	5	15	7	7	-6	-2.6	2
Cn1c(=O)oc2cc(S(=O)(=O)N3CCN(C(=O)c4ccco4)CC3)ccc21	-18	-2	-8	10	4	-23	3	0	-8	-1.3	4
Cc1[nH]n(-c2ncc(-c3ccccc3)s2)c(=O)c1C(c1ccc(Cl)cc1)C(C#N)C#N (configuration not stated)	-4	1	-2	1	2	6	-4	14	-17	-1.8	-1
COCCNC(=O)C1(C)CCN(Cc2ccc3ccccc3c2Br)C1 (configuration not stated)	22	nt	-1	3	5	-9	3	-17	nt	-1.6	-2
Cc1cc(C)n(S(=O)(=O)c2ccc(C)c(C)c2)n1	11	2	18	15	11	13	-23	6	-20	2.6	-3
CC(c1ccccc1)N(C)C(=O)CSc1nnc(C2CC2)n1C1CC1 (configuration not stated)	2	-1	-1	-2	2	2	4	11	-12	-1.3	8
COC(=O)[C@@H](Cc1c[nH]c2ccccc12)NCc1cccc(B(O)O)c1	-16	-9	-7	-41	3	-20	0	18	-12	0.9	-7
N#Cc1c(N)nc(-c2ccccc2)nc1-c1ccccc1	25	-16	6	-3	-15	23	-3	-2	-1	13*	-1
COc1ccc(-c2nc(SCc3ccccc3)n(S(C)(=O)=O)n2)cc1	-32	-9	-19	7	-2	-50	-5	-8	4	0.1	4
O=C(CN(Cc1ccccc1)S(=O)(=O)c1ccccc1)N/N=C/c1ccc2c(c1)OCO2	-18	-3	2	10	-7	-7	3	-9	-2	3.6	0
COc1ccc(N2C(S)=C(C#N)C(=O)NC2c2ccco2)cc1 (configuration not stated)	-24	1	3	5	-7	13	1	8	6	4.8	13
COc1ccc(OC)c(C2=CC(=O)C[C@H](c3ccc4c(c3)OCO4)C2)c1	-18	5	12	-17	-3	21	5	34	-6	-0.7	-5
COc1ccc(/C=N/NC(=O)c2cc(-c3cccc(C)c3)nc3ccccc23)cc1O	-12	-3	-11	-1	-8	-7	-15	-8	-9	-0.2	-3
COc1ccc(S(=O)(=O)NC(CC(=O)NC2CCCC2)c2ccco2)cc1 (configuration not stated)	1	1	15	9	3	4	-1	4	5	-1.3	-2
Cc1cccc(N/N=C(\C#N)S(=O)(=O)C(C)(C)C)c1	4	-18	0	2	-10	-2	11	8	1	-1.8	0
O=[N+]([O-])c1ccc(S(=O)(=O)Nc2nnc(C(F)(F)F)s2)cc1	14	-5	-25	1	-2	6	15	-1	1	-1.0	-5
CCOC1=C2[C@@H](CN(S(=O)(=O)c3ccc(C)cc3)[C@H]2c2ccccc2Cl)[C@H]2C(=O)NC(=O)[C@H]2C1	-6	nt	10	nt	-10	15	4	0	nt	nt	-5
C=CCc1cccc(C=Nc2cc(Br)ccc2O)c1O	0	-13	-15	-3	-19	9	-20	-9	-2	-1.6	2
CCOC(=O)c1c(C)[nH]c(C)c1C(=O)CSc1nnnn1-c1ccccc1	-5	-6	2	5	-4	9	-6	12	8	1.0	6
CCCCN(CC)CCNC(=O)c1[nH]c(C)c(C(C)=O)c1C	-33	-28	4	1	11	-17	14	-41	1	-2.7	5
COCCCNC(=O)Cn1c(=O)n(CC(=O)N2CCCCC2)c(=O)c2sccc21	6	2	-2	0	-4	-11	4	-2	6	-2.8	2
Cc1cccc(C)c1OCc1n[nH]c(=S)n1-c1ccccc1	-4	-6	-3	14	-5	9	-9	-14	-3	-0.9	-3
COc1ccc(C(=O)NCC(=O)OCC(=O)NC2CCCC2)cc1	8	2	1	3	0	3	7	8	16	0.1	2
CCOc1ncccc1C(=O)N1CCN(S(=O)(=O)c2ccc(Br)cc2Cl)CC1	3	-7	4	20	4	19	1	12	-7	2.7	-4

smiles	SRC2 inh	LMP1 NFkB inh	NR2F2 inh	MC4R antag cAMP	NOD2 RIPK2 PPI	NCOA3 inh	SRC1 inh	LRH-1 inv ag	TLR9-MyD88 block	MC4R barr agon	ABHD5 PLIN5 PPI
N#Cc1ccccc1NC(=O)COC(=O)c1ccc2c(c1)OCO2	15	-10	6	10	-7	-14	-24	-12	-8	-3.0	-3
Cc1ccc(-n2nnnc2CS(=O)(=O)c2ccccc2)c(C)c1	-5	11	-2	-4	1	6	2	-4	-7	0.3	-3
Cc1onc(-c2c(F)cccc2Cl)c1C(=O)OCC(=O)NC(N)=O	3	5	14	10	-6	-6	3	16	-5	-1.9	2
CCN(CC1CCCO1)C(=O)c1cc(COc2ccc(OC)cc2Cl)on1 (configuration not stated)	-21	-3	-12	10	7	-20	-27	-22	9	-0.7	-6
O=C(NCCc1ccc(F)cc1)NC12CC3CC(CC(C3)C1)C2	-59	-33	-31	10	6	-70	-159	-180	6	-1.8	-6
OCCn1c(CSc2nc3ccccc3n2CCO)nc2ccccc21	7	4	7	13	-2	4	-32	-6	7	-1.3	-2
S=c1[nH]nc(CN2CCCC2)n1Cc1ccccc1	-7	-3	9	15	2	6	-2	5	8	-2.4	2
Cc1ccc(NC(=O)c2ccc(Cn3cc(Br)cn3)o2)cc1	-14	-1	-21	2	2	4	-3	6	9	0.7	0
Cc1ccc2c(c1)C(c1ccccc1)N(C(=O)c1ccccc1)CC(=O)N2 (configuration not stated)	-2	3	-6	-2	7	-5	10	-3	-7	-1.1	-11
O=[N+]([O-])c1cccc(/C=C/c2nc(C=Nc3ccc4ccccc4c3)c(O)o2)c1	0	-3	13	-6	0	-13	1	23	-1	-0.8	6
Cc1ccc([N+](=O)[O-])cc1NC(=O)C[n+]1ccccc1	-29	8	15	-1	-2	-6	-1	10	3	-3.3	4
CCOc1ccc(NC(=O)C2Cc3ccccc3CN2S(=O)(=O)CC)cc1 (configuration not stated)	-1	-29	10	7	-7	-14	-7	-9	4	-0.1	3
N#Cc1c(-c2ccccc2)cc(-c2ccccc2)nc1SCCC(=O)O	-60	1	15	19	3	-14	-7	-6	5	0.1	2
Cc1cc(C(=O)NC(C)CCc2ccccc2)ccc1[N+](=O)[O-] (configuration not stated)	-48	3	-19	-2	-1	-18	1	-5	5	-1.4	-3
COc1ccc(Nc2nnc(-c3ccccc3)c3ccccc23)cc1C(=O)N1CCCCC1	-14	12	-9	3	17	2	4	19	2	-3.4	0
